TTR transcr act – TTR transcription activators in neuroblastoma reporter cells, primary screen, cell-based, luminescence, SH-SY5Y, TTR promoter Gaussia luciferase. 100% = recombinant luciferase protein wells. activation, % at 16.7 µM. hit rate 1.3% among 92,000. AID 1117267, 2014;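 active = activation above the mean of all tested compounds plus 3 SD, cut at about 9.5% in these data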;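 note: cells exposed to compounds for one day before reading; 0% = median of all test compound wells on the plate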
The depositor's hits bear a star.

Results for O=C(CCN1CCN(Cc2ccccc2)CC1)NNC(=O)c1cc2ccccc2o1 ?
TTR transcr act: -0.2

How did O=c1c2ccccc2nnn1CCO do in these assays?
TTR transcr act: 2.4

Results for CC(=O)NCCn1c(SCC(=O)NCc2ccco2)nc2ccccc2c1=O ?
TTR transcr act: -0.6

Results for O=[N+]([O-])c1cccc(Oc2ncccc2[N+](=O)[O-])c1 ?
TTR transcr act: -0.3

What do the screens show for `Cc1cccc(C2Nc3ccccc3C(=O)N2CCc2ccccc2)n1` (stereo not drawn)?
TTR transcr act: 4.4

What do the screens show for `Cc1ccnc2nc(C(=O)OCC(=O)c3c[nH]c4ccccc34)nn12`?
TTR transcr act: -0.7

How did CCOc1cc(C=C2C(=O)c3ccccc3C2=O)ccc1OCC(=O)Nc1ccc(C)cc1 do in these assays?
TTR transcr act: 1.5

How did COc1ccc(-c2noc(COc3ccc(Cl)c(C)c3)n2)cc1 do in these assays?
TTR transcr act: 1.8

Results for Cc1ccc(-c2cc(C(F)(F)F)n3ncc(C(=O)N4CCCCC4c4cccnc4)c3n2)cc1 (stereo not drawn) ?
TTR transcr act: 0.1

What do the screens show for `COC(=O)c1c(NC(=O)CN2C(=O)NC3(CCC(C(C)(C)C)CC3)C2=O)sc2c1CCCCC2` (stereo not drawn)?
TTR transcr act: 0.9

How did Cc1cc(C)cc(N(CCC#N)C(=O)COC(=O)Cn2[nH]c(=O)c3ccccc3c2=O)c1 do in these assays?
TTR transcr act: 0.7

How did Cc1cc(C)cc(NC(=O)CSc2ncc(S(=O)(=O)c3ccccc3)c(=O)[nH]2)c1 do in these assays?
TTR transcr act: 4.5

What do the screens show for `CN1C(=O)CSc2ccc(NC(=O)N3CCOCC3)cc21`?
TTR transcr act: -2.1

How did Cc1ccc2nc(SC(C(=O)c3ccccc3)c3ccccc3)nc(C)c2c1 (stereo not drawn) do in these assays?
TTR transcr act: -0.2

What do the screens show for `C[C@H](CO)N1C[C@H](C)[C@@H](CN(C)C(=O)NC2CCCCC2)Oc2c(NC(=O)Nc3ccc(C(F)(F)F)cc3)cccc2C1=O`?
TTR transcr act: -2.2

How did CCCCCCNC(=O)CNC(=S)N(Cc1cccs1)C1CCCCC1 do in these assays?
TTR transcr act: -0.1

How did CNC(=O)NC(=O)C(C)OC(=O)c1c2c(nc3ccccc13)/C(=C/c1cccs1)CC2 (stereo not drawn) do in these assays?
TTR transcr act: -0.9

How did COC(CNC(=O)C(=O)Nc1cc2c3c(c1)CCN3C(=O)CC2)OC do in these assays?
TTR transcr act: -0.2

Results for C[C@H](CO)N1C[C@H](C)[C@H](CN(C)C(=O)Nc2cccc3ccccc23)OCc2cnnn2CCCC1=O ?
TTR transcr act: 1.9

How did Cc1cc(NC(=O)CSc2nc3c(cc2C#N)CCCC3)no1 do in these assays?
TTR transcr act: -1.2

What do the screens show for `O=C(O)CCCCCNS(=O)(=O)c1cccc2nsnc12`?
TTR transcr act: -0.6

What do the screens show for `Cc1cccn2c(=O)c(/C=C(\C#N)C(=O)NCc3ccco3)c(N3CCOCC3)nc12`?
TTR transcr act: -1.7

How did CC1Cc2cc(S(=O)(=O)CCC(=O)N3CCN(c4ccccc4)CC3)ccc2N1C(=O)C1CC1 (stereo not drawn) do in these assays?
TTR transcr act: -0.2

How did CCOC(=O)c1ccc(NC(=O)Cn2c(C)nc3c(sc(=S)n3CC)c2=O)cc1 do in these assays?
TTR transcr act: 1.6

Results for O=C(COc1ccc(Br)cc1)Nc1ccc(Cc2ccncc2)cc1 ?
TTR transcr act: 1.4

What do the screens show for `CCn1ncc(Br)c1C(=O)N(C)C12CC3CC(CC(C3)C1)C2`?
TTR transcr act: 0.9

Results for COc1cccc(NC(=O)CN(C)C(=O)Cc2ccc3c(c2)CCC3)c1 ?
TTR transcr act: 4.1

How did O=C(CC1CCCC1)N1CCN(S(=O)(=O)c2cccc(F)c2)CC1 do in these assays?
TTR transcr act: 0.5

Results for CCC(C)(C)n1nnnc1C(c1ccc(C)cc1)N1CCN(C(=O)c2ccco2)CC1 (stereo not drawn) ?
TTR transcr act: 0.5

What do the screens show for `COc1ccc(C(=O)OCC(=O)N2CCc3ccccc32)cc1S(=O)(=O)N1CCOCC1`?
TTR transcr act: 1.1

Results for CSc1ccc(CN2CCC(C)(Oc3ccc(-n4ccnc4)cc3)C2)cc1 (stereo not drawn) ?
TTR transcr act: -3.1

How did O=C(COC(=O)CCC(=O)Nc1nccs1)NCc1ccco1 do in these assays?
TTR transcr act: -1.5

Results for Cc1[nH]c(=O)[nH]c(=O)c1/C=N/NC(=O)[C@H](CC(C)C)NC(=O)OC(C)(C)C ?
TTR transcr act: -0.7

Results for COc1cccc(/C=C/C(=O)OCC(=O)c2ccccc2)c1OC ?
TTR transcr act: -4.8

What do the screens show for `Cc1onc(-c2c(F)cccc2Cl)c1C(=O)OCC(=O)NC(=O)NCC(C)C`?
TTR transcr act: -2.9

What do the screens show for `CC(=O)Nc1ccc(/C=N/NC(=O)CC2CCCCC2)cc1`?
TTR transcr act: -1.1

What do the screens show for `CCCn1c(C(O)c2ccc3c(c2)OCO3)nc2ccccc21` (stereo not drawn)?
TTR transcr act: -0.8

What do the screens show for `O=C(CSc1ncnc2ccccc12)Nc1cccc(S(=O)(=O)N2CCCC2)c1`?
TTR transcr act: -1.6

What do the screens show for `O=C(Nc1ccccc1Cl)c1cc2ccccc2o/c1=N\O`?
TTR transcr act: -0.8

What do the screens show for `COC(=O)[C@]12C[C@H](CC(=O)NCCCN3CCCC3=O)C(=O)N(Cc3cccc4ccccc34)C1=C[C@H](C1CCCC1)O[C@@H]2C`?
TTR transcr act: -0.6

How did C#CCOCCOCCOCCNc1nc(N2CCOCC2)nc(N2CCN(C(=O)Cn3cc(CCCN=C(N)N)nn3)CC2)n1 do in these assays?
TTR transcr act: -0.3

How did Cc1nn(-c2ccccn2)c2c1C(=O)CC(C)(C)C2Br (stereo not drawn) do in these assays?
TTR transcr act: -1.4

What do the screens show for `COc1cccc(NS(=O)(=O)NC(=O)c2cn(C)c3ccccc23)c1`?
TTR transcr act: -0.9

What do the screens show for `O=C(O)c1cnc2ccccc2n1`?
TTR transcr act: 4.2

Results for O=C(Nc1ccnn1C1CCN(C(=O)c2ccc(F)c(Cl)c2)CC1)C1CC1 ?
TTR transcr act: -0.4

How did Cc1c(C(=O)OCC(=O)Nc2ccccc2OC(F)F)cccc1[N+](=O)[O-] do in these assays?
TTR transcr act: 0.8

Results for CCOP(=O)(OCC)/C(=N/OC(=O)c1cccc([N+](=O)[O-])c1)C(N)=O ?
TTR transcr act: -0.8

What do the screens show for `COC(c1ccc(Cl)cc1)(c1ccc(Cl)cc1)C(Oc1nccc(C)n1)C(=O)O` (stereo not drawn)?
TTR transcr act: -4.9

Results for C#CC[N+](C)(C)CCCCCCCC ?
TTR transcr act: 4.4

Results for COc1ccc(/C=C/C(=O)N(C(C)C)C(C)C)cc1Br ?
TTR transcr act: -0.7

How did COc1ccc2cc3c(N)nn(C(=O)c4ccccc4[N+](=O)[O-])c3nc2c1 do in these assays?
TTR transcr act: 26.4*

Results for CCCCCn1nnc2c(=O)oc3ccccc3c21 ?
TTR transcr act: -1.0

How did COc1ccccc1C1(O)CCN(CC(=O)Nc2nc(-c3ccccc3)cs2)CC1 do in these assays?
TTR transcr act: 7.8

Results for O=C(Cn1nc(C(=O)O)c2ccccc2c1=O)Nc1cc(C(F)(F)F)ccc1-n1cncn1 ?
TTR transcr act: 2.8

Results for Nc1ncc([N+](=O)[O-])c(N2CCCCCC2)n1 ?
TTR transcr act: -1.7

What do the screens show for `NC(=O)C(c1ccc(Cl)cc1)c1ccc(Sc2ccc(Cl)cc2)nn1` (stereo not drawn)?
TTR transcr act: -6.4

Results for O=c1[nH]c2ccccc2n1CCCN1CCCCC1 ?
TTR transcr act: 0.4

Results for Cc1cccc(C)c1-n1c(C)nn(CC#N)c1=O ?
TTR transcr act: 2.2

What do the screens show for `Cc1cccc(Oc2ccc3c(c2)cc(C(=O)O)n3C)c1`?
TTR transcr act: -0.8

Results for COc1ccc(CC(=O)NCc2nnc(SCc3ccc(C)cc3)n2C)cc1 ?
TTR transcr act: 0.1

Results for Cc1ccc(-n2nc3ccc(NC(=S)NC(=O)/C=C/c4ccco4)cc3n2)cc1 ?
TTR transcr act: 1.1

How did O=c1[nH]c(SCc2cccc(Cl)c2)nc2[nH]ncc12 do in these assays?
TTR transcr act: 2.8

Results for Cc1ccc(C(=O)OCC(=O)NC2CCCCCC2)c(C)c1 ?
TTR transcr act: -0.8

What do the screens show for `CCN(CC)C(=O)c1cc(Cl)ccn1`?
TTR transcr act: 2.1

Results for CCn1c(CC(=O)Nc2ccc(C)cc2)nnc1SCC(=O)NCCc1ccccc1 ?
TTR transcr act: 1.6

Results for Cn1nc(NC(=O)C(C)(C)C)c2c(F)cccc21 ?
TTR transcr act: 4.9

What do the screens show for `Cn1c(-c2sc(=S)n(-c3ccccc3)c2N)nc2ccccc21`?
TTR transcr act: 5.7

How did O=C(NNS(=O)(=O)c1ccccc1)c1ccc(S(=O)(=O)N2CCCCC2)cc1 do in these assays?
TTR transcr act: 0.6

Results for Cc1ccc(Nc2ccc(C(=O)NCCc3ccccc3)cn2)cc1 ?
TTR transcr act: 2.0

How did CC1CCCC(C)N1C(=S)NCc1ccco1 (stereo not drawn) do in these assays?
TTR transcr act: -0.1

How did CCC(C)C(NS(=O)(=O)c1ccc(C)cc1)C(=O)O (stereo not drawn) do in these assays?
TTR transcr act: -0.2

How did CC(C)(C)n1nc2c(c1NC(=O)c1ccc(Br)cc1)CS(=O)C2 (stereo not drawn) do in these assays?
TTR transcr act: 1.3

Results for COC(=O)[C@]12C[C@H](CC(=O)NCC34CC5CC(CC(C5)C3)C4)C(=O)N(Cc3ccc4c(c3)OCO4)C1=C[C@H](C(C)C)O[C@@H]2C1CC1 ?
TTR transcr act: -0.2

How did O=C(NCCO)c1scc2c1OCCO2 do in these assays?
TTR transcr act: 4.7

What do the screens show for `CC1(C)CC(=O)C2=C(C1)NCN(CCCN1CCOCC1)C2`?
TTR transcr act: 2.3

Among those listed so far, four have a cyano group.
How did Cc1cc(C)cc(N(CCC#N)C(=O)COC(=O)Cn2[nH]c(=O)c3ccccc3c2=O)c1 do in these assays?
TTR transcr act: 0.7

How did Cc1cc(NC(=O)CSc2nc3c(cc2C#N)CCCC3)no1 do in these assays?
TTR transcr act: -1.2

What do the screens show for `Cc1cccn2c(=O)c(/C=C(\C#N)C(=O)NCc3ccco3)c(N3CCOCC3)nc12`?
TTR transcr act: -1.7

Results for Cc1cccc(C)c1-n1c(C)nn(CC#N)c1=O ?
TTR transcr act: 2.2

Grouped by structure, the compounds so far containing a thiophene ring, fused or not
What do the screens show for `COC(=O)c1c(NC(=O)CN2C(=O)NC3(CCC(C(C)(C)C)CC3)C2=O)sc2c1CCCCC2` (stereo not drawn)?
TTR transcr act: 0.9

How did CCCCCCNC(=O)CNC(=S)N(Cc1cccs1)C1CCCCC1 do in these assays?
TTR transcr act: -0.1

How did CNC(=O)NC(=O)C(C)OC(=O)c1c2c(nc3ccccc13)/C(=C/c1cccs1)CC2 (stereo not drawn) do in these assays?
TTR transcr act: -0.9

How did O=C(NCCO)c1scc2c1OCCO2 do in these assays?
TTR transcr act: 4.7

Remaining list, next part
How did COc1ccc(C)c(NC(=O)C2CC(=O)NC3=C2C(=O)CCC3)c1 (stereo not drawn) do in these assays?
TTR transcr act: 3.6

What do the screens show for `COc1ccc2[nH]c3c(c2c1)CCC/C3=N\N`?
TTR transcr act: -1.2

What do the screens show for `COc1ccc(/C=C/C(=O)NNc2cc(=O)n(C)c(=O)n2C)cc1OC`?
TTR transcr act: -1.1

What do the screens show for `O=C(NNC(=O)c1cc(S(=O)(=O)N2CCCCC2)ccc1Cl)c1ccccc1O`?
TTR transcr act: 11.9*

Results for Cc1cc(NC(=O)CCC(=O)N(c2ccccc2)C(C(=O)NC2CCCCC2)c2cccs2)no1 (stereo not drawn) ?
TTR transcr act: -2.1

How did COc1ccc(NC(=O)CS(=O)CC(=O)Nc2ccc(F)cc2F)cc1 (stereo not drawn) do in these assays?
TTR transcr act: -0.3

5 compounds drawn at random from the list so far, as already listed:
Results for Cc1ccc(-c2cc(C(F)(F)F)n3ncc(C(=O)N4CCCCC4c4cccnc4)c3n2)cc1 (stereo not drawn) ?
TTR transcr act: 0.1

How did COc1ccccc1C1(O)CCN(CC(=O)Nc2nc(-c3ccccc3)cs2)CC1 do in these assays?
TTR transcr act: 7.8

What do the screens show for `O=C(O)CCCCCNS(=O)(=O)c1cccc2nsnc12`?
TTR transcr act: -0.6

Results for Cc1cccc(C)c1-n1c(C)nn(CC#N)c1=O ?
TTR transcr act: 2.2

Results for O=c1[nH]c2ccccc2n1CCCN1CCCCC1 ?
TTR transcr act: 0.4

An excerpt; the hit share may differ from the screen's.
